# hIAP act = human IAP activators, primary screen, biochemical, luminescence, uHTS; activation factor at 10 µM; purified human IAP, CDP-Star luminescence, 30 min; hits give high values; 1 = vehicle-only enzyme, 0 = enzyme-free background; AID 2524, 2010; Intestinal-type alkaline phosphatase (Homo sapiens), P09923; actives 0.16% (n = 330,000);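 active means activation factor of the enzyme at least 2-fold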; further: the source names both 10 and 20 µM as test concentration; values of inactives mirror those of a sister screen read the other way
# Target sequence (P09923 whole entry, looked up): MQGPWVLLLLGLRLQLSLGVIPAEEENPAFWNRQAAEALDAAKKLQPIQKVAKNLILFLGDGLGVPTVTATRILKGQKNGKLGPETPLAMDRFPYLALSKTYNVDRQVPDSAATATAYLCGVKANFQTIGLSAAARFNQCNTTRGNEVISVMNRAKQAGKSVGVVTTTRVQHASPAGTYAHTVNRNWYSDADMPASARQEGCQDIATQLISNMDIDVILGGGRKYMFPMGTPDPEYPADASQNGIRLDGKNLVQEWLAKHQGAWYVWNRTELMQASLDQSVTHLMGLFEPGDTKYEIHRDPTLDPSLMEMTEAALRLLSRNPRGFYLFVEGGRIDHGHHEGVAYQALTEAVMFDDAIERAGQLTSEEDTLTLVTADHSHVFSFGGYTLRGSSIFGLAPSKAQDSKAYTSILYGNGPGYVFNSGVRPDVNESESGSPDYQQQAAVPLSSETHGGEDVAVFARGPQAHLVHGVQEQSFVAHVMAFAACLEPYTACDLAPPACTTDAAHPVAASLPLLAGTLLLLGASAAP
# hIAP inh = human IAP inhibitors, primary screen, biochemical, luminescence, uHTS; Intestinal-type alkaline phosphatase (Homo sapiens), P09923; purified IAP, CDP-Star luminescence, 30 min; inhibition, % at 10 µM; actives 0.12% (n = 330,000); AID 2544, 2010;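 active means inhibition reaching a set limit with compound at 10 µM in the primary screen, cut at about 35% in these data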;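 further: plate controls were DMSO wells with enzyme for no effect and no-enzyme buffer wells for full effect; values of inactives mirror those of a sister screen read the other way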
# APOBEC3G inh = APOBEC3G DNA deaminase inhibitors, primary screen, biochemical, fluorescence, single-stranded DNA substrate, uHTS; DNA dC->dU-editing enzyme APOBEC-3G (Homo sapiens), Q9HC16; recombinant A3G, ssDNA deamination FAM/TAMRA fluorescence; inhibition, % at 20 µM; actives 0.28% (n = 330,000);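 active means inhibition of at least 40% at 20 µM, with no more than 30% in the related APOBEC3A deaminase screen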;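 further: plate controls were DMSO wells with A3G for no effect and wells lacking A3G enzyme for full effect; some compounds called inactive have numbers as strong as hits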
# Target sequence (Q9HC16 whole entry, looked up): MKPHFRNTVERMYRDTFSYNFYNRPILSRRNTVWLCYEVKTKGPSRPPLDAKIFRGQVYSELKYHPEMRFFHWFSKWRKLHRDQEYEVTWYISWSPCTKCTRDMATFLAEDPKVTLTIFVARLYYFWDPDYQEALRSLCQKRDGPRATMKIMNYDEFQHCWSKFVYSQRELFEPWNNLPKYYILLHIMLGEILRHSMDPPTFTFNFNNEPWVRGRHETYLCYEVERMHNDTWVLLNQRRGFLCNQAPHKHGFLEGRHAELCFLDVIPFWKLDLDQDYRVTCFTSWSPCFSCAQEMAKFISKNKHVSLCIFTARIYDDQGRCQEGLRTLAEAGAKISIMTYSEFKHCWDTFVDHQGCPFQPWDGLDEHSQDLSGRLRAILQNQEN
# MPTP inh = mitochondrial permeability transition pore inhibitors, primary screen, biochemical, isolated mouse mitochondria, absorbance; AID 602449, 2012; Ca2+ swelling absorbance, 30 min; inhibition, % at 10 µM; actives 1.4% (n = 360,000);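 active means inhibition of 50% or more, scaled per plate between neutral and stimulator controls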;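 further: 0% = DMSO wells given calcium and 100% = 1 mM EGTA wells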
# mIAP act = activators of mouse IAP, primary screen, biochemical, luminescence, uHTS; intestinal alkaline phosphatase [Mus musculus]; muIAP, CDP-Star luminescence, 30 min; hits give high values; 1 = vehicle-only enzyme signal, 0 = enzyme-free wells; activation factor at 10 µM; actives 0.24% (n = 330,000); AID 2805, 2010;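 active means activation factor of at least 2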; further: the source names both 10 and 20 µM as test concentration; values of inactives mirror those of a sister screen read the other way
#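 System: mouse IAP enzyme. Reagent: CDP-Star chemiluminescent phosphatase substrate. Benchmarks: DMSO wells, no-enzyme wells. Times: 30 min enzyme-substrate-compound incubation at room temperature. Detection: luminescence from enzymatic CDP-Star hydrolysis. Doses: test compounds delivered from DMSO solution.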
# beta cell repl = inducers of MIN6 beta-cell proliferation, primary screen, ATP luminescence, uHTS. proliferation, % at 10 µM. MIN6 cells proliferation, ATPlite luminescence, 48 h; cells starved in 0.2% serum; 100% = growth in 10% serum. actives 0.29% (n = 330,000). AID 2380, 2010;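 active means compounds whose signal lies at least 3.5 SD above the mean of all wells on their plate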;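 further: 0% = DMSO-treated cells in low-serum medium and 100% = 10% serum control; some compounds called inactive have numbers as strong as hits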
# mIAP block = inhibitors of mouse IAP, primary screen, biochemical, luminescence, uHTS. intestinal alkaline phosphatase [Mus musculus]. purified mouse IAP, CDP-Star luminescence, 30 min. inhibition, % at 10 µM. actives 0.2% (n = 330,000). AID 2806, 2010;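 active means inhibition of at least 40% at 10 µM in the primary screen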;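 further: plate controls were DMSO with enzyme for no effect and no enzyme wells for full effect; values of inactives mirror those of a sister screen read the other way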
# ATG4B inh = ATG4B protease inhibitors, primary screen, biochemical, fluorescence, uHTS; Cysteine protease ATG4B (Homo sapiens), Q9Y4P1; ATG4B cleavage of LC3-PLA2, NBD-HPC fluorescence, 1 h; inhibition, % at 8.33 µM; actives 0.51% (n = 340,000); AID 504462, 2011; in the data active means inhibition above about 40%
# A3A deaminase = APOBEC3A ssDNA deaminase inhibitors, primary screen, selectivity assay for APOBEC3G inhibitor project, biochemical, FAM/TAMRA oligo cleavage fluorescence | inhibition, % at 20 µM | AID 493011, 2011 | DNA dC->dU-editing enzyme APOBEC-3A (Homo sapiens), P31941 | recombinant A3A, FAM/TAMRA ssDNA deamination fluorescence | actives 0.41% (n = 330,000);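 active means at least 40% inhibition at 20 µM here, with at most 30% in a related deaminase screen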;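 further: plate controls were A3A with DMSO for no effect and wells lacking A3A enzyme for full effect; some results filed as inactive read as strong as hits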
# Target sequence (P31941 whole entry, looked up): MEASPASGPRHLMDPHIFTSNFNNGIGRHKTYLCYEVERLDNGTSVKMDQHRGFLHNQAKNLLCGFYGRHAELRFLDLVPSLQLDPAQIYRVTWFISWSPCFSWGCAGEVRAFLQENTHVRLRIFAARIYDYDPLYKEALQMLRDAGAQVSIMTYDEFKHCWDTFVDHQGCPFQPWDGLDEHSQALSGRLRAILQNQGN
# * hit, by the source's call; & = joins results of further samples.
# Fields: mIAP act	beta cell repl	ATG4B inh	hIAP inh	A3A deaminase	APOBEC3G inh	mIAP block	hIAP act	MPTP inh
> Cc1cc2ccccc2c(=O)n1CC(=O)N1CCN(c2cccc(Cl)c2)CC1
→ 0.98	-3	7	0	-1	-2	2	1	-0.4
> O=C(NC(=S)NCC1CCCO1)c1ccccc1 (configuration not stated)
→ 0.85	-2	2	1	-1	-7	15	0.99	-1.2
> CCN(CC)S(=O)(=O)c1cccc(NC(=O)CCNC(=O)c2ccccc2Cl)c1
→ 1	0	-14	-5	0	-9	0	1	-1.2
> CCC(C)NC(=O)NC1C(NC(=O)NC(C)CC)N(C)C(=O)N1C (configuration not stated)
→ 0.98	-1	0	-9	-6	-4	2	1.1	1.1
> O=C(Cn1ncc2c3ccccc3n(Cc3ccccc3F)c2c1=O)NCCCN1CCCC1=O
→ 1	5	-8	-18	-7	-5	-4	1.2	-1.7
> Cc1ccc(S(=O)(=O)NCc2cccnc2)cc1C(=O)NC1CCCCC1
→ 1	-2	-8	-8	3	6	-2	1.1	1.0
> COc1cc(C2C(C#N)=C(N)OC3=C2C(=O)CCC3)ccc1OC(=O)N1CCOCC1 (configuration not stated)
→ 1.1	-3	-2	15	2	4	-8	0.85	-1.6
> O=C(N/N=C/C(Br)=C\c1ccccc1)c1ccco1
→ 0.97	-4	-8	-1	-1	-7	3	1	0.8
> O=C(Nc1nn[nH]n1)c1ccc(S(=O)(=O)N2CCCCC2)cc1
→ 0.99	0	1	-5	-5	-17	1	1.1	-1.0
> Cc1cccn2c(=O)c3cc(C(=O)NCc4ccco4)c(=N)n(C(C)C)c3nc12
→ 0.97	0	26	-19	9	6	3	1.2	4.6
> CCc1ccccc1NC(=O)N1CCCc2ccccc21
→ 0.95	-5	0	-20	-1	-7	5	1.2	-0.4
> O=C(CN1CCC(c2nc3ccccc3s2)CC1)NCc1cccs1
→ 1.1	-5	4	-12	-1	-6	-9	1.1	2.2
> Cc1[nH]c2ccccc2c1C(=O)CSc1ccccc1
→ 1.1	-3	-10	21	1	-5	-9	0.79	6.6
> COc1cc(NS(C)(=O)=O)ccc1Nc1c2ccccc2nc2ccccc12
→ 0.94	-8	-9	-20	0	2	6	1.2	1.0
> O=C(Nc1c(C(=O)N2CCOCC2)oc2ccccc12)c1cccc([N+](=O)[O-])c1
→ 1	0	0	13	-4	-5	-5	0.87	-0.9
> CN(C(=O)CN1C(=O)S/C(=C\c2ccccc2F)C1=O)C1CCS(=O)(=O)C1 (configuration not stated)
→ 1	1	3	-8	-5	-8	-3	1.1	-2.3
> NC(=O)c1cccc(CC(=O)c2ccccc2)c1
→ 0.96	0	4	8	-4	-7	4	0.92	1.2
> CCCCc1nc2cc(C(=O)N3CCC(O)CC3)ccc2o1
→ 0.92	4	-8	-33	-1	-4	8	1.3	-0.4
> COc1ccc(C2C(C(C)=O)=C(C)Nc3ncnn32)c(OC)c1OC (configuration not stated)
→ 0.99	1	1	-5	-2	-4	1	1.1	-1.5
> CCOc1ccc(N(CC)C(=O)COc2cc(=O)n(CC)c3ccccc23)cc1
→ 1	-2	-8	2	4	-6	-2	0.98	0.5
> CCOc1ccccc1C(=O)n1nc(C)cc1C
→ 1.1	0	-1	8	-4	-9	-11	0.92	-2.8
> CC1=NN(C(=O)CCCc2ccccc2)C(O)(C(F)(F)F)C1 (configuration not stated)
→ 1	-2	6	-2	-5	13	-4	1	-0.7
> CC(CCc1ccccc1)NC(=O)c1ccncc1 (configuration not stated)
→ 1	6	-8	9	-4	-5	-1	0.91	0.1
> CN(CCC1CCCCO1)C(=O)CCc1nnc(C2CCCCC2)o1 (configuration not stated)
→ 0.97	-3	2	-8	2	-4	3	1.1	1.0
> Cc1cc(C)nc(SCc2ccc(F)cc2)n1
→ 1.2	-3	8	-18	1	5	-19	1.2	0.3
> Cc1ccc(C)c(Cn2nnc3c(=O)[nH]c(C4CCN(C(=O)c5cccs5)CC4)nc32)c1
→ 0.98	1	-19	-58	0	-3	2	1.6	-1.2
> CC(C)OCCCNC(=S)Nc1ccc(S(N)(=O)=O)cc1
→ 0.8	0	13	13	0	29	20	0.87	-2.8
> CCN1CCN(Cc2ccc(NC(=O)c3ccc(C)c(NC(=O)c4csc(-c5ccncc5)n4)c3)cc2C(F)(F)F)CC1
→ 0.93	-7	-8	7	1	-8	7	0.93	-1.9
> O=C(CN(C(=O)c1csnn1)c1ccc(F)cc1)NCc1ccc(F)cc1
→ 1.1	3	-2	16	7	-5	-6	0.84	0.7
> COc1cccc(COC(=O)c2c(C)nn(-c3ccccc3)c2Cl)c1OC
→ 1	1	3	16	1	-4	0	0.84	-0.4
> Cc1cc(C(=O)COC(=O)c2ccc3c(c2)OCO3)c(C)n1Cc1cccs1
→ 1	-5	-3	-6	-4	-10	-2	1.1	0.7
> COc1ccc(NC(=O)CN(C)S(=O)(=O)c2ccc(Cl)cc2)cn1
→ 1.1	-2	-4	6	0	-8	-8	0.94	-0.8
> CC1(C)CC(=O)C(C(C#Cc2ccccc2)C2=C(O)CC(C)(C)CC2=O)=C(O)C1
→ 1	-1	-5	23	-3	-5	-4	0.77	1.1
> Cn1cc(C(=O)c2ccc(Cl)cc2Cl)cc1C=O
→ 0.93	1	5	0	-1	-7	7	1	13
> C=C1C[C@]23C[C@@]1(O)CC[C@H]2[C@@]12C=C[C@H](O)[C@@](C)(C(=O)O1)[C@H]2[C@@H]3C(=O)O
→ 0.96&0.96	0&-2	4&-11	-8&-11	0&0	-5&-2	4&4	1.1&1.1	-1.7&-2.4
> COc1ccc(C(CC(=O)O)N2Cc3ccccc3C2=O)cc1OC (configuration not stated)
→ 1	2	3	-1	-3	-4	-5	1	1.7
> O=C(CSc1nnc(-c2cccnc2)o1)Nc1cccc(F)c1
→ 0.9	-5	2	-4	3	-1	10	1	-3.1
> Cc1ccc(NC(=O)COC(=O)c2c(C)nn(-c3ccccc3)c2C)cc1
→ 1.2	-2	-35	1	7	2	-20	0.99	0.0
> COc1ccccc1S(=O)(=O)Cc1ccc(C(=O)NCCN(C)C)o1
→ 0.91	-2	-4	-11	1	2	10	1.1	-0.5
> CCOCCCNC(=O)N1CCOCC1
→ 0.93	2	-3	8	0	-4	7	0.92	2.0
> COc1cccc(C(=O)N/N=C/C(Br)=C/c2ccccc2)c1
→ 0.9	-6	-3	8	-5	-10	10	0.92	7.6
> CCOC(=O)[C@@H]1[C@H]2COc3ccccc3[C@@H]2N2C(=O)N(c3ccc(Br)cc3)C(=O)[C@]12C
→ 0.98	-4	2	4	0	-7	2	0.96	-0.4
> Oc1[nH]c2ccccc2c1C=Nc1ccc2c(c1)OCO2
→ 1	0	5	18	0	1	-4	0.82	0.8
> O=C(O)CCC(=O)NNc1nc2ccccc2nc1-c1ccccc1
→ 0.97	1	-1	-13	-3	-6	3	1.1	0.2
> NC(=O)c1ccsc1NC(=O)CSc1ncnc2sccc12
→ 0.94	-3	-2	-10	2	-4	6	1.1	-1.2
> COc1ccccc1-n1c(SCC(=O)Nc2cccc(S(N)(=O)=O)c2)nc2ccccc2c1=O
→ 0.87	-3	-18	-4	-1	-7	13	1	-1.3
> CCC(CO)N=C1CC(C)(C)CC(=O)/C1=C(/O)CCCN1C(=O)c2ccccc2C1=O (configuration not stated)
→ 0.89	-3	-2	-2	3	-2	11	1	-1.0
> Cc1ccc(-n2c(SCC(=O)N(C)C3CCS(=O)(=O)C3)nc3ccccc3c2=O)c(C)c1 (configuration not stated)
→ 0.96	1	-4	-2	-1	-1	4	1	-0.4
> Brc1ccc2c(c1)OCCOCCOCCOCCOCCOCCO2
→ 1	0	-2	6	-2	-5	0	0.94	1.2
> Cn1c(=O)c2c(nc(NCc3ccc4c(c3)OCO4)n2Cc2ccc(F)cc2)n(C)c1=O
→ 1.2	-6	-15	6	-1	-2	-18	0.94	9.1
> O=C(Cc1ccccc1)NC1CCS(=O)(=O)C1 (configuration not stated)
→ 0.9	-2	-16	13	-7	-11	10	0.87	-1.8
> COc1ncccc1C(=O)N1CCC(n2nccc2NC(=O)CC(C)C)CC1
→ 0.95	2	0	15	1	3	5	0.85	0.0
> Cc1ccc(NC(=O)Cc2nnc(N)s2)cc1
→ 0.9	-1	5	-1	-1	1	10	1	0.7
> Cc1cccc(NC(=O)CCCN2C(=O)c3ccccc3C2=O)n1
→ 0.91	-3	-13	3	-1	-6	10	0.97	-1.9
> COc1ccc(NC(=O)CCN2C(=O)C3C4C=CC(C4)C3C2=O)cc1 (configuration not stated)
→ 0.99	-1	4	-3	0	-1	1	1	0.7
> CCc1ccc(-c2c(C)sc(NC(=O)C3CCC3)c2C#N)cc1
→ 0.94	7	1	-11	6	2	6	1.1	1.6

# Profiles, quoted from the list. Order of screens: mIAP act	beta cell repl	ATG4B inh	hIAP inh	A3A deaminase	APOBEC3G inh	mIAP block	hIAP act	MPTP inh
# NC(=O)c1ccsc1NC(=O)CSc1ncnc2sccc12 reads 0.94	-3	-2	-10	2	-4	6	1.1	-1.2
# Cc1ccc(NC(=O)Cc2nnc(N)s2)cc1 reads 0.9	-1	5	-1	-1	1	10	1	0.7

# 10 compounds from above, sorted by number of heavy atoms, ascending:
# Fields: mIAP act	beta cell repl	ATG4B inh	hIAP inh	A3A deaminase	APOBEC3G inh	mIAP block	hIAP act	MPTP inh
> Cc1ccc(NC(=O)Cc2nnc(N)s2)cc1
→ 0.9	-1	5	-1	-1	1	10	1	0.7
> Oc1[nH]c2ccccc2c1C=Nc1ccc2c(c1)OCO2
→ 1	0	5	18	0	1	-4	0.82	0.8
> NC(=O)c1ccsc1NC(=O)CSc1ncnc2sccc12
→ 0.94	-3	-2	-10	2	-4	6	1.1	-1.2
> CCc1ccc(-c2c(C)sc(NC(=O)C3CCC3)c2C#N)cc1
→ 0.94	7	1	-11	6	2	6	1.1	1.6
> COc1ccc(NC(=O)CCN2C(=O)C3C4C=CC(C4)C3C2=O)cc1 (configuration not stated)
→ 0.99	-1	4	-3	0	-1	1	1	0.7
> Brc1ccc2c(c1)OCCOCCOCCOCCOCCOCCO2
→ 1	0	-2	6	-2	-5	0	0.94	1.2
> COc1ncccc1C(=O)N1CCC(n2nccc2NC(=O)CC(C)C)CC1
→ 0.95	2	0	15	1	3	5	0.85	0.0
> CCOC(=O)[C@@H]1[C@H]2COc3ccccc3[C@@H]2N2C(=O)N(c3ccc(Br)cc3)C(=O)[C@]12C
→ 0.98	-4	2	4	0	-7	2	0.96	-0.4
> Cc1ccc(-n2c(SCC(=O)N(C)C3CCS(=O)(=O)C3)nc3ccccc3c2=O)c(C)c1 (configuration not stated)
→ 0.96	1	-4	-2	-1	-1	4	1	-0.4
> COc1ccccc1-n1c(SCC(=O)Nc2cccc(S(N)(=O)=O)c2)nc2ccccc2c1=O
→ 0.87	-3	-18	-4	-1	-7	13	1	-1.3

# Source: PubChem BioAssay
